JMJD2A Tudor: qHTS Assay for Inhibitors of JMJD2A-Tudor Domain; Lysine-specific demethylase 4A (Homo sapiens), O75164; AlphaScreen JMJD2A-Tudor / H3K4me3 peptide binding; Potency, µM (doses to about 114 µM), without a hit: top-dose activity change, negative = inhibition, actives largely listed as inhibitors; 390,000 tested, 4.4% active; note: potency is the fitted concentration of half-maximal effect; % is set by controls: 0 for no effect and ±100 for the full control effect; nearly all actives have a fitted effect of over 50% in size
PI4K2A inh: qHTS for small molecular inhibitors of PI4K2A; purified PI4K2A, ADP-Glo luminescence, 1 h; stronger effect = lower value; activity change, negative = inhibition, % at 76.9 µM; 420,000 tested, 0.13% active; AID 1346378, 2018; in the data active = activity change below about -50%; inconclusive = mostly about -30% to -49%;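 note: -100% = wells without enzyme as full effect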
Target sequence (Q9BTU6 whole entry, looked up): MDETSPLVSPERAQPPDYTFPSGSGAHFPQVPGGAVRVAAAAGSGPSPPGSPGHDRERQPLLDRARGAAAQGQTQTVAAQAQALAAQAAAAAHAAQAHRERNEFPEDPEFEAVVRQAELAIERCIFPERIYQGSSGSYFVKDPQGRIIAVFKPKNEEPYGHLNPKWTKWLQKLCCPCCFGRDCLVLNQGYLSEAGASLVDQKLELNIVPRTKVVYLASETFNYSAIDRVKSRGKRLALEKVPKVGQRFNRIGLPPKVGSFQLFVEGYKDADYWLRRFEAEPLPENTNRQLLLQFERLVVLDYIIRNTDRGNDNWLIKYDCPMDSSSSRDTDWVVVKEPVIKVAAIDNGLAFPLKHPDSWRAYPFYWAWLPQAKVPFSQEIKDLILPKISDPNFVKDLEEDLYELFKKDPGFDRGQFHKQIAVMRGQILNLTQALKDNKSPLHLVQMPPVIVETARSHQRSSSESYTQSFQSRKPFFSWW
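In this quantitative HTS, ADP production by PI4K2A was quantified luminescently after 1 h at ambient temperature; 100 microM adenosine served as plate-quality control.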
ERG-DNA inh: qHTS for Small Molecule Inhibitors of the ERG Ets/DNA interaction; Transcriptional regulator ERG (Homo sapiens), P11308; AID 624246, 2012; fluorescence polarization, His-ERG Ets domain / labelled DNA; Potency, µM (titrated, usually from 76.9 µM), for the others: at the top dose FP activity, negative = inhibition, most hits filed as inhibitors; 370,000 tested, 0.028% active; active = well fitted inhibition curve with a large enough effect in the polarisation, with a control signal flat; inconclusive = small, poorly fitted or top-dose-only effect, or effect the other way, or a change in a side signal; inactive = no such curve, though single readings can be large or run the other way; the % refers to the polarisation;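 note: polarization taken with two DNA probes labelled with fluorescein and Texas red; potency is the fitted concentration of half-maximal effect; % of control where 0% means no effect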
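His-tagged ERG Ets domain (1 uM in the protein solution; 300mM KCl, 50mM Tris-HCl, 1mM EDTA, 1mM DTT, pH 7.5) received compound, then a probe mix of 5 nM fluorescein-DNA and 100nM Texas-615-DNA. Fluorescence polarization was read for both dyes.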
Pin1 inh: qHTS Assay to Find Inhibitors of Pin1; AID 504891, 2011; Pin1 FP peptide displacement, HiFluor488, 10 min; Potency, µM (top dose mostly 115 µM), for inactives: at the top dose activity, negative = inhibition, actives largely listed as inhibitors; Peptidyl-prolyl cis-trans isomerase NIMA-interacting 1 (Homo sapiens), Q13526; 390,000 tested, 0.009% active; active = well fitted inhibition curve with a large enough effect in the polarisation, with a control signal flat, not every such curve was filed as active; inconclusive = small, poorly fitted or top-dose-only effect, or effect the other way, or a change in a side signal; inactive = no such curve, though single readings can be large or run the other way; the % refers to the polarisation; note: potency is the fitted concentration of half-maximal effect; % is set by controls: 0 for no effect and ±100 for the full control effect
Target sequence (Q13526 whole entry, looked up): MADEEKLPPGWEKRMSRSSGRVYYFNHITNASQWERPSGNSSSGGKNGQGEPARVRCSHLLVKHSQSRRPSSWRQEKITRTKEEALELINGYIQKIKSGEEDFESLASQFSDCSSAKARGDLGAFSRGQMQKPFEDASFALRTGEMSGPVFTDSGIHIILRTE
GLS inhibitor: qHTS for Inhibitors of Glutaminase (GLS) | 410,000 tested, 0.21% active | Glutaminase kidney isoform, mitochondrial (Homo sapiens), O94925 | Potency, µM (titrated, usually from 45.5 µM), inactives show at the top dose activity change, negative = inhibition, usual class: inhibitors | GLS enzymatic activity, qHTS titration; note: potency is the fitted concentration of half-maximal effect; % is set by controls: 0 for no effect and ±100 for the full control effect
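Compounds were pin-transferred onto hKGA, after which L-glutamine (1 mM solution) and a detection mix of glutamate oxidase, HRP and Amplex Red were added. Initial and 30 min RT fluorescence reads were collected.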
BAZ2B inh: qHTS Assay for Inhibitors of BAZ2B. AlphaScreen BAZ2B-H3K14Ac peptide displacement. 360,000 tested, 4.4% active. Potency, µM (titrated, usually from 114 µM), for the others: top-dose activity change, negative = inhibition, most hits filed as inhibitors. Bromodomain adjacent to zinc finger domain protein 2B (Homo sapiens), Q9UIF8; note: potency is the fitted concentration of half-maximal effect; % is set by controls: 0 for no effect and ±100 for the full control effect; nearly all actives have a fitted effect of over 60% in size
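Compounds, titrated to a top concentration of 110 uM, were incubated 30 min at room temperature with preformed BAZ2B/acetyl-K14 H3 peptide complex (50 nM each). Proximity signal was measured by AlphaScreen after 20 min with beads.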
PGK inhibitor: qHTS Assay to Find Inhibitors of Phosphoglycerate Kinase; PGK/GAPDH coupled, Kinase-Glo luminescence, 60 min; 380,000 tested, 0.043% active; AID 602233, 2012; Phosphoglycerate kinase, glycosomal (Trypanosoma brucei brucei), P07378; Potency, µM (series often up to 57.5 µM), without a hit: top-dose activity change, negative = inhibition, usual class: inhibitors; note: potency is the fitted concentration of half-maximal effect; % is set by controls: 0 for no effect and ±100 for the full control effect; nearly all actives have a fitted effect of over 60% in size
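Recombinant glycosomal PGK reaction used 1,3-bisphosphoglycerate generated in-well by GAPDH (100nM final) in 100mM TEA pH 7.6, 5mM MgCl2, 0.01% Tween-20. After 60 minutes at room temperature, ATP was read by Kinase-Glo Plus luminescence end-point.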
HP1b chromo inh: HTS for Inhibitors of HP1-beta Chromodomain Interactions with Methylated Histone Tails; Chromobox protein homolog 1 (Homo sapiens), P83916; AlphaScreen HP1-beta / biotin-H3K9me3 peptide binding; Potency, µM (series often up to 114 µM), inactives show top-dose activity change, negative = inhibition, hits mostly inhibitors; 390,000 tested, 0.56% active; AID 540317, 2011; note: potency is the fitted concentration of half-maximal effect; nearly all actives have a fitted effect of over 70% in size; inactives centre near 23
Target sequence (P83916 whole entry, looked up): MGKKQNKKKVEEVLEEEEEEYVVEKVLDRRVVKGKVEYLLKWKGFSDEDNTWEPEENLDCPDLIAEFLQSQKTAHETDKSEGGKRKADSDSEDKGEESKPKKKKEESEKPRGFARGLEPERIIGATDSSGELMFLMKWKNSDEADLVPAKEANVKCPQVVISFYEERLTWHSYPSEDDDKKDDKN
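Compound inhibition of the preformed complex between 50 nM HP1-beta and 50 nM biotinylated H3K9me3 peptide was read by AlphaScreen. Buffer was PBS pH 7.4 with 0.01% Tween-20. Incubations ran 30 min at room temperature, with 10 ug/mL donor/acceptor beads.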
G9a inh: qHTS Assay for Inhibitors of Histone Lysine Methyltransferase G9a | G9a H3K9 monomethylation, AlphaScreen, 2 h | Potency, µM (series often up to 102 µM), for inactives: at the top dose activity, negative = inhibition, most hits filed as inhibitors | 350,000 tested, 8.8% active | AID 504332, 2011; note: potency is the fitted concentration of half-maximal effect; % is set by controls: 0 for no effect and ±100 for the full control effect; nearly all actives have a fitted effect of over 75% in size
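Chemiluminescent proximity detection of H3K9 monomethylation, read after 10 min bead incubation in the dark. Reaction: 20 nM G9a, 500 nM biotin-H3K9 peptide, 20 uM SAM cofactor, 2 h, room temperature, following 15 min enzyme-compound preincubation.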
The depositor's hits bear a star; i = inactive; ? = inconclusive; · = not tested or not shown; & = joins results of further samples; [ ] = dose if it differs, or a comment. Unless noted, calls come from the whole dose curve; as a rule, active = well fitted curve in the direction sought with a large enough effect; inconclusive = small, poorly fitted or top-dose-only effect, or another doubt; inactive = no such curve, though single readings can be large; an effect the other way counts as inactive or inconclusive.

SMILES	JMJD2A Tudor	PI4K2A inh	ERG-DNA inh	Pin1 inh	GLS inhibitor	BAZ2B inh	PGK inhibitor	HP1b chromo inh	G9a inh
CN(C)c1cc[n+](/C(C(=S)Nc2ccc(SC(F)F)cc2)=C(/[O-])c2ccccc2)cc1	?	-4	11%	-3%	-1%	·	i	8%	?
N#C/C(=C(/O)COc1cccc2ccccc12)c1nc2ccccc2[nH]1	-5%	3	-3%	35%[activator]	0%	11%	-9%	26%	-13%[59 µM]
CCc1ccc(NC(=O)CC2C(=O)NCCN2C(=O)c2ccc(F)cc2)cc1 (stereo unspecified)	-8%&-13%	-3&-2	5%&-3%	0%&-10%	-3%&0%	0%&-18%	i	40%&30%[activator]	3%[59 µM]
CCC(=O)Nc1nnc(S(=O)(=O)N2CCCC2)s1	-6%	-5	1%	-9%	-14%	1%	1%	28%	·
CC(=O)c1cccc(NC(=O)N2CCC(c3ccc(C)cc3)C2)c1 (stereo unspecified)	-20%	2	-3%	-2%	1%	3%	-1%	35%	?
CC(C)CNc1nc(Oc2ccc(=O)[nH]n2)nc(N(C)C)n1	-5%	2	1%	-11%	4%	3%	-3%	15%	-31%[59 µM]
Cc1cccc(-c2nnc3n2N=C(c2ccccc2Br)CS3)c1	-20%	1	-1%	3%	-18%	?	-5%	3%	-30%[59 µM]
Cc1ccc(/C=C(\C#N)C(=O)Nc2ccc(Br)cc2)o1	-7%	-1	7%	?	6%	-2%	·	43%[activator]	5%[59 µM]
Clc1ccc(-n2c(SC/C=C/c3ccccc3)nnc2-c2cccnc2)cc1	-31%	-1	-1%	10%	2%	-13%	-9%	19%	?
CCOC(=O)c1cn(CC)c2ccc(Br)cc2c1=O	-8%	8	5%	-5%	6%	-5%	2%	13%	?
O=C(Cc1coc2ccc3ccccc3c12)N1CCCC1	-25%	-5	3%	1%	4%	-25%	i	18%	?
COC(=O)c1ccc2c(c1)C(NC(C)=O)CCc1cc(OC)c(OC)c(OC)c1-2 (stereo unspecified)	-11%	-1	-1%	-1%	3%	·	i	8%	·
O=[N+]([O-])c1ccccc1CCc1ccccc1[N+](=O)[O-]	-13%	-9	7%	7%	-6%	·	3%	16%[57 µM]	·
O=C(CSc1nccn1Cc1ccccc1)NC1CCCC1	-23%&-13%	-1&-2	14%&4%	-9%&0%	9%&-7%	-38%&-5%	-4%&0%	5%	3%
Cc1cc(C)cc(OCC(=O)NCC(c2ccc(Cl)cc2)N2CCCCC2)c1 (stereo unspecified)	-8%	0	-5%	-2%	-3%	5%	-6%	50%[activator]	0%[59 µM]
CC(C)Cc1cc(-c2ccco2)c(C#N)c(N)n1	1%[11.4 µM]	-9	-1%	?	-8%	·	-2%	44%[activator]	?
Cc1noc(/C=C/N(C)C)c1S(=O)(=O)N1CCCC(C(=O)NCc2ccco2)C1 (stereo unspecified)	-27%	-2	13%	-5%	1%	-7%	i	14%	?
CCC(=O)Nc1ccc(S(=O)(=O)N2CCC(c3nc4ccccc4[nH]3)CC2)cc1	-10%	-2	7%	-1%	-14%	10%	-9%	33%	-16%[0.501 µM]
Cc1ccccc1C(=O)NC(=S)NC1CCS(=O)(=O)C1 (stereo unspecified)	-6%	4	4%	-6%	-1%	-8%	0%	30%	-9%
Cc1ccc(/C=N/NC(=O)Cc2c(F)cccc2Cl)s1	-29%	-5	2%	0%	11%	-35%	-5%	18%	2%
CCc1cccc(NC(=O)C2CCCN2S(=O)(=O)c2ccc3nc(-c4ccccc4)[nH]c3c2)c1 (stereo unspecified)	-15%	-7	-1%	18%	4%	-29%	-5%	27%	-31%[59 µM]
CCS(=O)(=O)n1nc(-c2cccnc2)nc1NCc1ccc(F)cc1	-4%	9	0%	0%	-4%	13%	-2%	40%[activator]	-2%
O=C(c1ccco1)N1CCN(C(=O)c2cc(Cl)nc3ccccc23)CC1	-10%	2	-2%	?	-5%	7%	-1%	30%	-5%
CC1SC(c2ccccc2Cl)NC1=O (stereo unspecified)	-13%	-5	3%	2%	-1%	10%	-1%	22%	4%
Cc1ccc(NC(=O)CCCc2c[nH]c3ccccc23)nc1	-32%	4	32%[activator]	12%	15%	-14%	i	8%	40%
Cc1ccc(-n2c(=O)c3sccc3n(CC(=O)NCC3CCCO3)c2=O)cc1F (stereo unspecified)	2%	-4	-5%	-2%	?	1%	-5%	17%	12%
CC1Cc2cc(/C(O)=C3/C(=O)C(=O)N(CCN4CCOCC4)C3c3ccc(N(C)C)cc3)ccc2O1 (stereo unspecified)	-15%	-5	-1%	5%	45%[activator]	-12%[57.1 µM]	-1%	4%[57 µM]	?
Cc1cc(NC(=O)NC(=O)c2ccccc2F)no1	-8%	-3	-6%	2%	15%	-13%	-11%	27%	8%
CC(C(=O)NC(=O)NC1CCCCC1)N1CCN(c2ccccn2)CC1 (stereo unspecified)	-22%	-2	-6%	-8%	-3%	-3%	3%	57%[activator]	8%[12.7 µM]
O=C(Nc1ccccc1N1CCCCC1)c1ccc(F)cc1	44%[activator]	4	4%	3%	23%	40%[activator]	i	69%	29%[59 µM]
CC(=O)N1CCc2cc(CNC(=O)Nc3ccccc3C(F)(F)F)ccc21	-27%	-1	-4%	0%	-13%	1%	9%	9%[57 µM]	3%[59 µM]
CCN(CC)CCNC(=O)C(=O)NCC(c1cccnc1)N1CCN(c2ccc(F)cc2)CC1 (stereo unspecified)	-15%	0	-1%	-6%	16%	-1%	0%	36%	-31%[59 µM]
Cc1ccc(NC(=O)Cn2c(SCc3ccc(F)cc3)nc3cccnc32)cc1F	-17%	-2	-1%	2%	-9%	-2%	1%	34%	-26%[59 µM]
CCOc1ccc(N(CC)S(=O)(=O)N2CCCC(C(=O)NCc3ccc(Cl)cc3)C2)cc1 (stereo unspecified)	-9%	3	2%	17%	-7%	-8%	i	20%	3%[59 µM]
COC(CNC(=O)c1ccc2c3c(onc13)-c1ccccc1C2=O)OC	50µM*	?	16%	?	9%	?	-8%	?	28µM*
O=C(Nc1cccc(Oc2ccc3c(c2)C(=O)NC3=O)c1)c1cccs1	-20%	1	-7%	9%	-9%	0%	2%	11%	-6%[59 µM]
O=C(C1CCN(c2nc3ccccc3[nH]2)CC1)N1CCN(c2cccc(Cl)c2)CC1	-25%	-3	-6%	5%	14%	-4%	-4%	34%[57 µM]	-5%[59 µM]
Cc1nn(C)cc1CNC(=O)C1(C)CC1(Cl)Cl (stereo unspecified)	-3%	0	·	0%	1%	-1%	-9%	22%	4%[59 µM]
CCC1CCCCN1CCNC(=O)CCS(=O)(=O)c1ccc(Br)cc1 (stereo unspecified)	0%	4	-3%	2%	8%	33%[activator]	-9%	23%	-7%[59 µM]
CCSC1=C(C#N)C(c2ccccc2Cl)CC(=O)N1 (stereo unspecified)	-21%[11.4 µM]	-4	-5%	2%	-6%	11%	2%	2%	-9%
COc1ccc(OC)c(/C=N/NC(=O)CC(=O)NC2CCCCC2)c1	-4%	1	3%	1%	0%	4%	-4%	28%	-8%

Eight of the compounds above, comma-delimited:
compound,JMJD2A Tudor,PI4K2A inh,ERG-DNA inh,Pin1 inh,GLS inhibitor,BAZ2B inh,PGK inhibitor,HP1b chromo inh,G9a inh
CCc1cccc(NC(=O)C2CCCN2S(=O)(=O)c2ccc3nc(-c4ccccc4)[nH]c3c2)c1 (stereo unspecified),-15%,-7,-1%,18%,4%,-29%,-5%,27%,-31%[59 µM]
CCS(=O)(=O)n1nc(-c2cccnc2)nc1NCc1ccc(F)cc1,-4%,9,0%,0%,-4%,13%,-2%,40%[activator],-2%
O=C(c1ccco1)N1CCN(C(=O)c2cc(Cl)nc3ccccc23)CC1,-10%,2,-2%,?,-5%,7%,-1%,30%,-5%
CC1SC(c2ccccc2Cl)NC1=O (stereo unspecified),-13%,-5,3%,2%,-1%,10%,-1%,22%,4%
Cc1ccc(NC(=O)CCCc2c[nH]c3ccccc23)nc1,-32%,4,32%[activator],12%,15%,-14%,i,8%,40%
Cc1ccc(-n2c(=O)c3sccc3n(CC(=O)NCC3CCCO3)c2=O)cc1F (stereo unspecified),2%,-4,-5%,-2%,?,1%,-5%,17%,12%
CC1Cc2cc(/C(O)=C3/C(=O)C(=O)N(CCN4CCOCC4)C3c3ccc(N(C)C)cc3)ccc2O1 (stereo unspecified),-15%,-5,-1%,5%,45%[activator],-12%[57.1 µM],-1%,4%[57 µM],?
Cc1cc(NC(=O)NC(=O)c2ccccc2F)no1,-8%,-3,-6%,2%,15%,-13%,-11%,27%,8%

Assay outcomes from PubChem.
